# High-throughput results as filed in PubChem.
# PKM2 act – increases activity of human pyruvate kinase M2; purified PKM2, Kinase-Glo ATP luminescence, activation; response scale: 0% is enzyme alone, no compound; Potency, µM (top dose mostly 57.5 µM), for the others: at the top dose activation, hits mostly activators; actives 0.34% (n = 260,000); further: potency means the concentration at half of the fitted maximal effect; on the % scale 0 is the no-effect control and ±100 the full control effect; nearly all actives have a fitted effect of over 55% in size
#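 Purified hPK-M2 (>95%) run at intermediate activity with 0.1 mM ADP and 0.5 mM PEP in 50 mM imidazole pH 7.2, KCl, MgCl2; 1 h room temperature. ATP formed read by Kinase-Glo luminescence; normalized to uninhibited and no-enzyme controls.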
# Mito fusion act – mitochondrial division inhibition or fusion activation. S. cerevisiae fusion-defective mutant growth rescue, CellTiterGlo 48 h. Potency, µM (titrated, usually from 46.1 µM), for inactives: at the highest dose growth rescue (activation), hits mostly activators. actives 0.23% (n = 320,000). AID 485298;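 further: potency means the concentration at half of the fitted maximal effect; % of control where 0% means no effect; nearly all actives have a fitted effect of over 45% in size; temperature-sensitive fusion mutants such as fzo1-1 at 37 °C on non-fermentable ethanol glycerol medium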
#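 Luminescent cell viability in 1536-well qHTS format served as the measure of rescued growth in ts fusion-mutant S. cerevisiae cultured on non-fermentable YPEG for 48 hours at 37C.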
# VP16 counter – counter-screen for ROR gamma inhibitors: Gal4-VP16 reporter; Drosophila S2 Gal4-VP16 UAS-luciferase, luminescence, 20 h; Potency, µM (highest dose often 53.6 µM), for inactives: top-dose activity, negative = inhibition, usual class: inhibitors; actives 3.5% (n = 310,000); AID 2546;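 further: Gal4-VP16 expression switched on by copper sulfate through the metallothionein promoter; potency means the concentration at half of the fitted maximal effect; on the % scale 0 is the no-effect control and ±100 the full control effect; nearly all actives have a fitted effect of over 50% in size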
# Rab9 prom act – activators of Rab9 promoter; Huh7 Rab9 promoter-luciferase reporter, luminescence, 24 h; AID 485297; Potency, µM (top dose mostly 9.22 µM), for the others: at the highest dose activation, negative = inhibition, most hits filed as activators; actives 2.8% (n = 320,000); further: potency means the concentration at half of the fitted maximal effect; % of control where 0% means no effect; nearly all actives have a fitted effect of over 60% in size
#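 Huh7 cells stably carrying a Rab9 promoter-luciferase reporter, 1500 cells per well in OP-MEM I with 10% FBS, treated with compound 24 hours at 37C. Luciferase activity read by luminescence after 10 minutes with Amplite reagent.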
# KCNH2 3.1 block – KCNH2 3.1 (human) potassium channel inhibition; activity change, % (tested at about 1.8 µM); U2OS KCNH2 3.1, thallium flux FluxOr; active compounds read low; actives 0.95% (n = 340,000); AID 720553;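 active means maximum activity change below -70%; inconclusive means maximum activity change from -70% to -50%; inactive means maximum activity change above -50%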;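 further: thallium influx rate constant from kinetic fluorescence after stimulation buffer; on the % scale 0 is the no-effect control and ±100 the full control effect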
#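 Kinetic fluorescence (2 min after stimulation buffer) measures Tl+ influx through KCNH2 3.1 expressed by viral transduction in U2OS cells; the rate constant is normalized against DMSO controls serving as positive and negative references.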
# MBNL1-CUG inh – blocks human MBNL1 binding to CUG repeat RNA; actives 0.036% (n = 280,000); Potency, µM (highest dose often 57.5 µM), inactives show top-dose activity change, negative = inhibition, hits mostly inhibitors; AID 2675; TR-FRET MBNL1-His/biotin-(CUG)12 binding, 665/545 ratio; active means well fitted inhibition curve with a large enough effect in the signal ratio, with a control signal flat, not every such curve was filed as active; inconclusive means small, poorly fitted or top-dose-only effect, or effect the other way, or a change in a side signal; inactive means no such curve, though single readings can be large or run the other way; the % refers to the signal ratio; further: potency means the concentration at half of the fitted maximal effect; on the % scale 0 is the no-effect control and ±100 the full control effect
# Target sequence (Q9NR56 whole entry, looked up): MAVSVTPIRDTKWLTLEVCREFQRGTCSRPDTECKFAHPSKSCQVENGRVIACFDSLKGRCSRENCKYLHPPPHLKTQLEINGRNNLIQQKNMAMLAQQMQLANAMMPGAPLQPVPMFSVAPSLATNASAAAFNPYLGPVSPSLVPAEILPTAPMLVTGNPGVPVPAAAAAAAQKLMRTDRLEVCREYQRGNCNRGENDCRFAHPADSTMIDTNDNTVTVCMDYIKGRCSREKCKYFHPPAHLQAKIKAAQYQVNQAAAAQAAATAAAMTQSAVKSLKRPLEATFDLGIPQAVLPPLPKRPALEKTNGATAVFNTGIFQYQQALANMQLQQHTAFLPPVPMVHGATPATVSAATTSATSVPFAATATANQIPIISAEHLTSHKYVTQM
#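 Inhibition of protein-RNA binding appears as loss of TR-FRET between terbium anti-His antibody on MBNL1-His and streptavidin-XL665 on biotin-(CUG)12. Activity is normalized to buffer-only and uninhibited-complex controls.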
# FLuc counter – inhibits or activates purified firefly luciferase, miR-21 counter-screen. P08659. purified FLuc, Km substrates, luminescence inhibition. actives 6.9% (n = 360,000). Potency, µM (top dose mostly 57.5 µM), without a hit: at the highest dose activity change, negative = inhibition, actives largely listed as inhibitors. AID 588342;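 further: potency means the concentration at half of the fitted maximal effect; plate controls were vehicle for no effect and reference inhibitor for full effect; nearly all actives have a fitted effect of over 55% in size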
#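 Biochemical qHTS of compounds, final roughly 60 µM downward over six points, against 10 nM purified firefly luciferase using Km concentrations of substrates (10 uM D-luciferin, 10 uM ATP) in Tris acetate pH 7.5 buffer; luminescence output.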
# NPC1 prom act – activates the NPC1 promoter | Huh7 NPC1 promoter luciferase reporter, 24 h | Potency, µM (doses to about 9.22 µM), without a hit: top-dose activation, hits mostly activators | actives 2.4% (n = 320,000);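 further: potency means the concentration at half of the fitted maximal effect; % of control where 0% means no effect; nearly all actives have a fitted effect of over 60% in size; reporter is driven by a mutant NPC1 promoter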
#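 Readout is luciferase luminescence, reflecting NPC1 promoter activation in stably transfected Huh7 cells after 24 h compound exposure at 37 °C in reduced-serum medium with 10% FBS.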
# RORg inh – inhibitors of mouse ROR gamma transcriptional activity; actives 5.4% (n = 310,000); Drosophila S2 Gal4-RORgamma UAS-luciferase reporter, 20 h; P51450; Potency, µM (top dose mostly 53.6 µM), for inactives: at the top dose activity change, negative = inhibition, hits mostly inhibitors; AID 2551; further: potency means the concentration at half of the fitted maximal effect; on the % scale 0 is the no-effect control and ±100 the full control effect; nearly all actives have a fitted effect of over 60% in size
#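 ROR gamma transcriptional activity was tracked as Gal4-UAS luciferase output in stably transfected Drosophila Schneider cells, with compound added 1 hr before 700 uM copper sulfate induction and a 20 hr ambient-temperature incubation.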
# ELG1 DNA repair – ELG1-dependent DNA repair inhibition; HEK293T ELG1-luciferase reporter, luminescence, 16 h; DNA damage induced by 5-fluorouridine; Potency, µM (highest dose often 46.1 µM), for inactives: at the top dose activity change, negative = inhibition, actives largely listed as inhibitors; actives 2.3% (n = 330,000); AID 504467; further: potency means the concentration at half of the fitted maximal effect; on the % scale 0 is the no-effect control and ±100 the full control effect; nearly all actives have a fitted effect of over 55% in size
#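 DMSO vehicle served as the neutral condition. Each well held 2,000 cells given 5-fluorouridine plus compound; after 16 hr at 37 °C/5% CO2, ONE-Glo was added and luciferase measured 30 min later.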
# Menin MLL FP TR – inhibitors of human menin-MLL interaction, mutant MLL peptide | Menin + Texas Red MLL mutant peptide, fluorescence polarization | Potency, µM (doses to about 61.6 µM), for inactives: at the top dose FP activity change, negative = inhibition, hits mostly inhibitors | actives 0.23% (n = 270,000); active means well fitted inhibition curve with a large enough effect in the polarisation, with a control signal flat, not every such curve was filed as active; inconclusive means small, poorly fitted or top-dose-only effect, or effect the other way, or a change in a side signal; inactive means no such curve, though single readings can be large or run the other way; the % refers to the polarisation; further: potency means the concentration at half of the fitted maximal effect; % of control where 0% means no effect; many of its hits are not listed in these tables
# Target sequence (O00255 whole entry, looked up): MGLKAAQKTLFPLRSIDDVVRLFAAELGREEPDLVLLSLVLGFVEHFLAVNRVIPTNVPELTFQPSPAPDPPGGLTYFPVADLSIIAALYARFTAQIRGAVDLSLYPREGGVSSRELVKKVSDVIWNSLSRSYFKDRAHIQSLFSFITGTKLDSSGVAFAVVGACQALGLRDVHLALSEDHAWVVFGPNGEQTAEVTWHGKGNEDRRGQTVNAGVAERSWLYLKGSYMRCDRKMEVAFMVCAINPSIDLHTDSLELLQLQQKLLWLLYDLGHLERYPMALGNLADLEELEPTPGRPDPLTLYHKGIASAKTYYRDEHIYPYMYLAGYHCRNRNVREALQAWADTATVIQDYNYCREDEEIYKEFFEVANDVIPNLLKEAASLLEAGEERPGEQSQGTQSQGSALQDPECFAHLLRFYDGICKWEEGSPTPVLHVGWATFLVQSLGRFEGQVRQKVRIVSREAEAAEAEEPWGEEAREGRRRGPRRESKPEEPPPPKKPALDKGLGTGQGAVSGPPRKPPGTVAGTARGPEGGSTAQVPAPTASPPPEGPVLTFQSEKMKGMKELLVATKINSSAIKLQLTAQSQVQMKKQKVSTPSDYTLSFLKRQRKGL
# * marks the source's active call; other numbers are inactive results; ? = inconclusive; / = not tested or not shown; & = joins results of further samples; [ ] = dose if it differs, or a comment. Unless noted, the call rests on the fitted dose curve; in most records, active means well fitted curve in the direction sought with a large enough effect; inconclusive means small, poorly fitted or top-dose-only effect, or another doubt; inactive means no such curve, though single readings can be large; an effect the other way counts as inactive or inconclusive.
# Each structure is followed by: MBNL1-CUG inh	NPC1 prom act	RORg inh	PKM2 act	Mito fusion act	VP16 counter	Rab9 prom act	FLuc counter	KCNH2 3.1 block	ELG1 DNA repair	Menin MLL FP TR
> Cn1c(O)c(C=NCCN2CCN(C(=O)Nc3ccccc3)CC2)c(=O)n(C)c1=O
→ 3%	-2%	20%	-2%	1%	0%	-2%	-9%	-13	-2%	/
> CCOc1ccc(CC2C(=O)NC(=O)N(c3ccc(CC)cc3)C2=O)cc1 (stereo not given)
→ -6%	-7%	-9%	9%	1%	-10%	3%	1%	-19	11%	?
> COc1ccc(CN2C(=O)CC(=O)NC2=O)cc1
→ -3%	1%	14%	-2%	0%	0%	-2%	2%	8	-1%	12%
> Nc1ccncc1
→ -20%	-3%[46.1 µM]	6%&2%&20%&19%&0%	-9%	4%&-3%	-4%&-3%&4%&3%&-4%	-1%[46.1 µM]	1%	-5	14%	8%
> COc1ccc(Br)cc1CN1CCN(CCO)CC1
→ -4%	-1%	5%	6%	-7%	0%	-3%	1%	-3	9%	0%
> COc1cc(/C=C/c2nc3ccccc3c(=O)n2-c2ccc(O)cc2)ccc1O
→ 3%	-8%	-31%	/	-2%	-2%	-17%	?	8	16µM*	?
> CCCCn1c(O)c(C(C)=Nc2c(C)n(C)n(-c3ccccc3)c2=O)c(=O)[nH]c1=O
→ -5%	1%	5%	0%	2%	-9%	-3%	1%	-14	-7%	-1%
> O=c1[nH]c(=O)n(-c2cccc3ccccc23)c(O)c1/C=N/N1CCCCC1
→ -2%	-3%	-5%	0%	-3%	-3%	-2%	-2%	9	5%	/
> CC(c1nccs1)N(C)C(=O)c1cn(Cc2cccc3ccccc23)nn1 (stereo not given)
→ 0%	?	25%	/	7%	9%	?	?	-10	?	-23%
> CCN1CCN(C(=O)COc2ccc(S(=O)(=O)NC(C)C)cc2)CC1
→ 10%	2%	28%	-5%	0%	-7%	-3%	-1%	7	4%	12%
> O=c1c2ccccc2nc(N2CCCC2)n1-c1ccc(Cl)cc1
→ 1%	-4%	45%	1%	10%	-7%	-4%	0%	3	-2%	?
> CCOc1ccc(N2C(=O)NC(=O)/C(=C\c3cc(OC)c(OC)cc3[N+](=O)[O-])C2=O)cc1
→ ?	1%	-5%	-1%	-2%	-18%	-4%	?	-8	-5%	8%
> CCOP(=O)(c1ccc(N(C)C)cc1)C(O)c1c(Cl)cccc1Cl (stereo not given)
→ -2%	-3%	3%	-1%	5%	-8%	-3%	0%	2	-1%	?
> O=C1NC(=O)C(CCc2ccncc2)(CCc2ccncc2)C(=O)N1C1CCCCC1
→ -15%	0%	-11%	-7%	30%	-7%	-3%	-6%	-14	10%	12%
> CC1CN=C(NC(C)c2ccccc2)S1 (stereo not given)
→ -1%	1%	-19%	-4%	-6%	-14%	-4%	-7%	-16	9%	0%
> Cc1cc([P+](=O)O)c(C)n1-c1ccc(Br)cc1
→ -9%	0%	-10%	-6%	-3%	-3%	5%	2%	2	-5%	1%
> CCN(CC)C(=O)N[C@H]1C[C@@H]2c3cccc4[nH]cc(c34)C[C@H]2N(C)C1
→ -3%	0%	-1%	2%	0%	-16%	2%	5%	-14	1%	-4%
> CNC(=S)N/N=C1\C2CN3CCN(C2)CC1(c1ccccc1)C3
→ -6%	-4%	?	-5%	-11%	-13%	-3%	6%	5	1%	2%
> Cc1cc(C)n(-c2ccc(NN=C(C#N)C#N)cc2)n1
→ ?	-1%	?	-7%	-15%	10µM*	-1%	15µM*	4	0%	/
> COP(=O)(NC(=O)C(Cl)(Cl)Cl)OC
→ -19%	0%	-4%	-15%	-4%	1%	-2%	-3%	14	0%	/

# Of the compounds above, 2 contain bromine:
# Each structure is followed by: MBNL1-CUG inh	NPC1 prom act	RORg inh	PKM2 act	Mito fusion act	VP16 counter	Rab9 prom act	FLuc counter	KCNH2 3.1 block	ELG1 DNA repair	Menin MLL FP TR
> COc1ccc(Br)cc1CN1CCN(CCO)CC1
→ -4%	-1%	5%	6%	-7%	0%	-3%	1%	-3	9%	0%
> Cc1cc([P+](=O)O)c(C)n1-c1ccc(Br)cc1
→ -9%	0%	-10%	-6%	-3%	-3%	5%	2%	2	-5%	1%

# (next part)
# Each structure is followed by: MBNL1-CUG inh	NPC1 prom act	RORg inh	PKM2 act	Mito fusion act	VP16 counter	Rab9 prom act	FLuc counter	KCNH2 3.1 block	ELG1 DNA repair	Menin MLL FP TR
> CC(Cc1ccccc1)N1Cc2ccccc2C1 (stereo not given)
→ -5%	0%	23%	/	7%	5%	-2%[1.84 µM]	-1%	8	57%	?
> Fc1ccccc1CCNCc1cccc(Cl)c1Cl
→ 6%	-3%	25%	-4%	-6%	-13%	8%	?	-17	?	/
> Cc1nc2ccc(N3CCN(C)CC3)cc2nc1C
→ 26%	?	?	4%	-10%	?	?	19µM*	22	?	13%
> CC1CC(NC(=O)C2C3CCC(O3)C2C(=O)O)CC(C)(C)C1 (stereo not given)
→ -7%	-1%	5%	-1%	1%	-9%	-4%	2%	4	?	-3%
> Cc1ccc(-c2cc(-c3ccc(C)cc3)[n+](-c3ccccc3)c(-c3ccc(C)cc3)c2)cc1
→ /	-36%[inhibitor]	/	/	-39%[inhibitor]	/	-39%[inhibitor]	-3%	-44	?	/
> Cc1ccc(NC(=O)COC(=O)CCc2c[nH]c3ccccc23)cc1[N+](=O)[O-]
→ 1%	-1%	-4%	-14%	8%	-3%	-1%	-4%	-4	17%	?
> NCC1(c2ccc3c(c2)OCCO3)CCCC1
→ -18%	7%	17%	-6%	-6%	3%	-21%	-2%	7	-1%	3%
> CCOC(=O)c1c(N)n(Cc2ccccc2)c2nc3ccccc3nc12
→ 3%	6%	?	-17%	0%	-5%	14%	0%	6	?	-12%
> O=C1Nc2ccccc2/C1=C/c1nc2ccccc2c(=O)n1-c1ccc(O)cc1
→ 9%	-3%	-8%	7%	0%	-7%	-14%	-4%	-5	18µM*	/
> O=C(Nc1ccc(F)cc1)OC1CN2CCC1CC2 (stereo not given)
→ 4%	-6%	-15%	0%	-4%	1%	-3%	-6%	3	?	/

# Already shown: an excerpt of the list.
# Each structure is followed by: MBNL1-CUG inh	NPC1 prom act	RORg inh	PKM2 act	Mito fusion act	VP16 counter	Rab9 prom act	FLuc counter	KCNH2 3.1 block	ELG1 DNA repair	Menin MLL FP TR
> CC(Cc1ccccc1)N1Cc2ccccc2C1 (stereo not given)
→ -5%	0%	23%	/	7%	5%	-2%[1.84 µM]	-1%	8	57%	?
> Fc1ccccc1CCNCc1cccc(Cl)c1Cl
→ 6%	-3%	25%	-4%	-6%	-13%	8%	?	-17	?	/

# The results go on.
# Each structure is followed by: MBNL1-CUG inh	NPC1 prom act	RORg inh	PKM2 act	Mito fusion act	VP16 counter	Rab9 prom act	FLuc counter	KCNH2 3.1 block	ELG1 DNA repair	Menin MLL FP TR
> CC(C)OP(=O)(OC(C)C)C(O)c1ccccc1F (stereo not given)
→ -7%	0%	-13%	1%	0%	3%	2%	-1%	-2	13%	-4%
> COc1ccc2c(CN3CC=C(c4ccccc4)CC3)cc(=O)oc2c1
→ ?	2%	11%	-3%	1%	-8%	5%	-18%	7	7%	-22%
> CN1CCC(C)(O)C2CCCCC21 (stereo not given)
→ /	-1%	13%	-1%	-2%	-10%	0%	6%	12	-8%	1%
> COC(=O)C1=C(c2ccc(F)cc2OCc2ccccc2)C[C@@H]2CC[C@H]1N2C(=O)NC1CCN(Cc2ccccc2)CC1
→ /	-7%	/	/	0%	/	9%	-2%	10	-29%	/
> Oc1ccc(Cl)c(Cl)c1Cl
→ /	1%	?	/	-1%	-13%	-5%	-1%	6	12%	/
> COC(=O)C1=C(c2ccc(OC(F)(F)F)cc2)C[C@@H]2CC[C@H]1N2C(=O)NCCc1ccccc1
→ /	-3%	/	/	?	/	-4%	-1%	-10	?	/
> O=C(Nc1cccc(Br)c1)c1c(O)c2c(n(Cc3ccccc3)c1=O)CCCC2
→ 3%	-4%	17%	3%	1%	-1%	-2%	-2%	18	-1%	/
> COc1cc(/C=C2/C(=O)N(c3ccccc3)N=C2C)ccc1OS(=O)(=O)c1ccccc1
→ -11%	1%	?	?	0%	?	1%	-16%	/	18%	?

# The list is partial; rates above refer to the full screens.
